DT40 TDP1 CPT = growth inhibition of DT40 Tdp1-/-;hTDP1 cells with camptothecin (screen for TDP1 inhibitors); Potency, µM (top dose mostly 46.2 µM), for the others: at the top dose activity change, negative = growth inhibition, most hits filed as inhibitors; actives 12% (n = 420,000); AID 686979; chicken DT40 Tdp1-/-;hTDP1 cells + 20 nM CPT, ATP luminescence, 48 h; note: nearly all actives have a fitted effect of over 55% in size
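Cell growth measured by CellTiter-Glo luminescence after a minimum 48 h, 37 C compound exposure with 20 nM CPT in Tdp1-knockout DT40 cells stably expressing hTDP1, seeded 400/well; qHTS titration format.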
TDP1 inh = TDP1 (human) enzyme inhibition; recombinant TDP1, AlphaScreen DNA substrate cleavage; Potency, µM (series often up to 130 µM), for the others: at the highest dose activity change, negative = inhibition, actives largely listed as inhibitors; actives 0.28% (n = 350,000); AID 485290; note: nearly all actives have a fitted effect of over 40% in size
Target sequence (Q9NUW8 whole entry, looked up): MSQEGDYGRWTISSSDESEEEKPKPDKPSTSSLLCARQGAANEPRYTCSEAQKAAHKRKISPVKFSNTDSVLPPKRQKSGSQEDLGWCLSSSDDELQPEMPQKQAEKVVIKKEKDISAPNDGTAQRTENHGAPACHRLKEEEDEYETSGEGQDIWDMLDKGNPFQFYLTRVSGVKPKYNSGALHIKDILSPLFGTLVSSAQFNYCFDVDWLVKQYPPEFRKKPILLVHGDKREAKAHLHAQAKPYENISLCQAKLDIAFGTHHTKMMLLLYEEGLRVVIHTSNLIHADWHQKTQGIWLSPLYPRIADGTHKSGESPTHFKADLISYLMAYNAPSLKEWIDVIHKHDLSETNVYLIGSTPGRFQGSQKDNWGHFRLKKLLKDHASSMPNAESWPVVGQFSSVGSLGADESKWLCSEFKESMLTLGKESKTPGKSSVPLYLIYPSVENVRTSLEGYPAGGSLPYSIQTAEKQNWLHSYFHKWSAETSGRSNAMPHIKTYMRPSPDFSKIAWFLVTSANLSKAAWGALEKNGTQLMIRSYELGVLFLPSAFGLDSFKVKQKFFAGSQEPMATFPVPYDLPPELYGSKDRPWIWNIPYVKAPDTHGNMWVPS
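Signal: AlphaScreen proximity between streptavidin donor and anti-FITC acceptor beads on intact substrate. Reaction: Tdp1 1 nM, substrate 15 nM final, 5 min RT after 15 min compound preincubation.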
TDP1 cell noCPT = qHTS for Inhibitors of human tyrosyl-DNA phosphodiesterase 1 (TDP1): qHTS in cells in absence of CPT; DT40 Tdp1-/- hTDP1 cells, no CPT, ATP luminescence, 48 h; actives 15% (n = 420,000); Potency, µM (series often up to 46.2 µM), inactives show at the highest dose activity change, negative = growth inhibition, hits mostly inhibitors; note: nearly all actives have a fitted effect of over 55% in size
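Chicken DT40 Tdp1-/- cells stably complemented with human TDP1 were seeded at 400 cells/well with DMSO in place of 20 nM camptothecin. After compound pinning, cells grew at least 48 hr at 37 °C; viability read by CellTiter-Glo luminescence.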
Starred values were filed as active, the others as inactive; [ ] = dose if it differs, or a comment. Calls come from the whole dose curve; as a rule, active = well fitted curve in the direction sought with a large enough effect; inconclusive = small, poorly fitted or top-dose-only effect, or another doubt; inactive = no such curve, though single readings can be large; an effect the other way counts as inactive or inconclusive. % is set by controls: 0 for no effect and ±100 for the full control effect; potency is the fitted concentration of half-maximal effect. Outcome played no part in choosing rows. About 18% of those tested had a hit in this group.

For O=C(COc1ccc(-c2ccccc2)cc1)N1CCCC1 the results were DT40 TDP1 CPT 4%, TDP1 inh 3% and TDP1 cell noCPT inconclusive.
`C=CCC[C@@H](Cc1ccc(F)cc1)C(=O)OCCNC(=O)[C@@H](CC=C)CC(=O)N(CCO)Cc1ccccc1` gave DT40 TDP1 CPT 21µM*, TDP1 inh -1% and TDP1 cell noCPT 21µM*.
Screening Cc1sc2nc(C3CC3)nc(SCC(=O)N3c4ccccc4CC3C)c2c1C (stereo not drawn) returned DT40 TDP1 CPT 16µM*, TDP1 inh 3% and TDP1 cell noCPT 21µM*.
`N#Cc1cnc(SCC(=O)N2CCCC2)nc1N` gave DT40 TDP1 CPT -7%, TDP1 inh 2% and TDP1 cell noCPT 1%.
Screening COc1ccc(CNC(=O)CSCc2cccc(Cl)c2)cc1 returned DT40 TDP1 CPT 7%, TDP1 inh 5% and TDP1 cell noCPT -3%.
Screening NC(=O)CSc1oc(-c2ccco2)nc1S(=O)(=O)c1ccccc1 returned DT40 TDP1 CPT 1%, TDP1 inh -4% and TDP1 cell noCPT 14%.
For Cc1ccsc1/C=N/N1CCOCC1 the results were DT40 TDP1 CPT -3%, TDP1 inh 5% and TDP1 cell noCPT -2%.
For O=C(c1cc(Cl)nc2ccccc12)N1CCCCC1 the results were DT40 TDP1 CPT -22%, TDP1 inh 3% and TDP1 cell noCPT -12%.
COc1cccc(-n2nnc3c(=O)n(Cc4ccccc4Cl)cnc32)c1 was read as DT40 TDP1 CPT -27%, TDP1 inh 6% and TDP1 cell noCPT inconclusive.
Screening Cc1cccc(Cn2nnc3c2C(=O)c2ccccc2C3=O)c1 returned DT40 TDP1 CPT 9.2µM*, TDP1 inh 3% and TDP1 cell noCPT 4.6µM*.
`Cc1noc(NS(=O)(=O)c2ccc(NC(=O)/C=C/c3ccc(Cl)cc3Cl)cc2)c1C` gave DT40 TDP1 CPT 12% and TDP1 cell noCPT 1%.
Screening CCc1nn(CC(=O)NCc2ccc(OC)c(OC)c2)c(=O)c2cc3sc(C)cc3n12 returned DT40 TDP1 CPT inconclusive, TDP1 inh 6% and TDP1 cell noCPT -2%.

In the list so far, 3 contain an aryl thioether with sulfur outside any ring:
Screening Cc1sc2nc(C3CC3)nc(SCC(=O)N3c4ccccc4CC3C)c2c1C (stereo not drawn) returned DT40 TDP1 CPT 16µM*, TDP1 inh 3% and TDP1 cell noCPT 21µM*.
`N#Cc1cnc(SCC(=O)N2CCCC2)nc1N` gave DT40 TDP1 CPT -7%, TDP1 inh 2% and TDP1 cell noCPT 1%.
Screening NC(=O)CSc1oc(-c2ccco2)nc1S(=O)(=O)c1ccccc1 returned DT40 TDP1 CPT 1%, TDP1 inh -4% and TDP1 cell noCPT 14%.

Further structures follow:
Screening Cc1ccc(N2CC(C(=O)Nc3ccc(S(=O)(=O)NCC4CCCO4)cc3)CC2=O)cc1C (stereo not drawn) returned DT40 TDP1 CPT -15% and TDP1 cell noCPT inconclusive.
Screening Cc1nc(SC(C)C(=O)NC2CCCC2)c2ccccc2n1 (stereo not drawn) returned DT40 TDP1 CPT -27%, TDP1 inh 1% and TDP1 cell noCPT inconclusive.
COCCn1c(SCC(=O)N2CCOCC2)nnc1-c1ccncc1 was read as DT40 TDP1 CPT -3%, TDP1 inh 0%[0.0935 µM] and TDP1 cell noCPT 5%.
`COc1cccc(OCC(=O)NCC2CCCO2)c1` (stereo not drawn) gave DT40 TDP1 CPT 2%, TDP1 inh 0% and TDP1 cell noCPT 12%.
Screening O=C(Nc1ccccn1)c1ccc(Cl)c([N+](=O)[O-])c1 returned DT40 TDP1 CPT -24%, TDP1 inh 8% and TDP1 cell noCPT inconclusive.
`CCOC(=O)c1c(C)[nH]c(C)c1S(=O)(=O)N1CCC(c2ccccc2)C1` (stereo not drawn) gave DT40 TDP1 CPT -25%, TDP1 inh 6% and TDP1 cell noCPT inconclusive.
Cc1cccc(/C=N/NC(=O)c2ccc(NC(=O)c3ccccc3C)cc2)n1 was read as DT40 TDP1 CPT -2%, TDP1 inh 6% and TDP1 cell noCPT 1%.
Screening Cc1ccc(-n2nc3c(c2NC(=O)c2cc4ccccc4o2)CS(=O)(=O)C3)cc1 returned DT40 TDP1 CPT -21%, TDP1 inh 5% and TDP1 cell noCPT -26%.
Screening CC(C)N1C(=O)C2C(C(=O)NC3CCCCC3)C3C=CC2(O3)C1C(=O)NC1CCCC1 (stereo not drawn) returned DT40 TDP1 CPT -7%, TDP1 inh 1% and TDP1 cell noCPT -2%.
For Cc1cc(Br)ccc1NC(=O)CCCOc1cc(=O)n(C)c2ccccc12 the results were DT40 TDP1 CPT inconclusive and TDP1 cell noCPT 26µM*.
Screening O=C(O)CN(c1ccccc1)C1SC(=O)NC1=O (stereo not drawn) returned DT40 TDP1 CPT 0%, TDP1 inh 1% and TDP1 cell noCPT 1%.
For CCc1nc2ccc(C(=O)N3CCN(C)CC3)cn2c1N(C)CCCc1ccccc1 the results were DT40 TDP1 CPT inconclusive and TDP1 cell noCPT inconclusive.

Structural class: those above containing a thiophene ring, fused or not (3)
Screening Cc1sc2nc(C3CC3)nc(SCC(=O)N3c4ccccc4CC3C)c2c1C (stereo not drawn) returned DT40 TDP1 CPT 16µM*, TDP1 inh 3% and TDP1 cell noCPT 21µM*.
For Cc1ccsc1/C=N/N1CCOCC1 the results were DT40 TDP1 CPT -3%, TDP1 inh 5% and TDP1 cell noCPT -2%.
Screening CCc1nn(CC(=O)NCc2ccc(OC)c(OC)c2)c(=O)c2cc3sc(C)cc3n12 returned DT40 TDP1 CPT inconclusive, TDP1 inh 6% and TDP1 cell noCPT -2%.

(cont.)
`Cc1ccc(S(=O)(=O)c2nc(-c3ccc(Cl)cc3)oc2N2CCCCCC2)cc1` gave DT40 TDP1 CPT inconclusive, TDP1 inh 3% and TDP1 cell noCPT inconclusive.
Screening O=C(O)c1c(N2CCCCC2)ccc([N+](=O)[O-])c1N1CCCCC1 returned DT40 TDP1 CPT 5%, TDP1 inh 3% and TDP1 cell noCPT -6%.
Screening COc1cc(C)c(S(=O)(=O)Nc2cccc(-c3ccc(N4CCCC4)nn3)c2)cc1C returned DT40 TDP1 CPT inconclusive, TDP1 inh 3% and TDP1 cell noCPT -36%.
`Cc1ccc(Cn2cccc2/C=C2/C(=N)N3C=CSC3=NC2=O)cc1` gave DT40 TDP1 CPT inconclusive, TDP1 inh 2% and TDP1 cell noCPT inconclusive.
`O=C(/C=C/c1ccc2c(c1)OCO2)N1CCCCC1` gave DT40 TDP1 CPT 16% and TDP1 cell noCPT -1%.
Screening Cc1sc2ncn(CC(=O)NCCCN3CC(C)CC(C)C3)c(=O)c2c1S(=O)(=O)N1CC(C)CC(C)C1 (stereo not drawn) returned DT40 TDP1 CPT 18µM*, TDP1 inh 5% and TDP1 cell noCPT inconclusive.
`CCCCN1CCN=C1N(C)C` gave DT40 TDP1 CPT 15%, TDP1 inh -4% and TDP1 cell noCPT 0%.
For O=C(COC(=O)c1cc2ccccc2cc1O)Nc1ccccc1F the results were DT40 TDP1 CPT -19%, TDP1 inh 2% and TDP1 cell noCPT 2%.
O=C(NCC1(c2ccccc2)CCOCC1)c1cccs1 was read as DT40 TDP1 CPT 3%, TDP1 inh 3% and TDP1 cell noCPT -18%.
For O=C(NCCCn1ccnc1)c1ccccc1Cl the results were DT40 TDP1 CPT 2% and TDP1 cell noCPT -2%.
For COC(=O)C1=C(C)N(C2CCCCC2)C(=O)/C1=C\c1cccs1 the results were DT40 TDP1 CPT inconclusive, TDP1 inh 2% and TDP1 cell noCPT inconclusive.
Cc1ccc(C=O)cc1Cl was read as DT40 TDP1 CPT -17% and TDP1 cell noCPT -19%.
`N#Cc1ccc(NC(=O)COC(=O)CCNS(=O)(=O)c2ccccc2)cc1` gave DT40 TDP1 CPT -4%, TDP1 inh 1% and TDP1 cell noCPT -2%.
`CC(C)C[C@H](NC(=O)c1nc[nH]c1C(=O)N[C@@H](CCCCNC(=O)OC(C)(C)C)C(=O)OC(C)(C)C)C(=O)OC(C)(C)C` gave DT40 TDP1 CPT 21µM*, TDP1 inh 9% and TDP1 cell noCPT 21µM*.
For CC(C)C(=O)N=C1SC2CS(=O)(=O)CC2N1Cc1ccccc1 (stereo not drawn) the results were DT40 TDP1 CPT 1%, TDP1 inh -1% and TDP1 cell noCPT inconclusive.
Screening O=C(NCCN1CCOCC1)c1ccc(Cl)c(S(=O)(=O)N2CCCC2)c1 returned DT40 TDP1 CPT 1%, TDP1 inh 0% and TDP1 cell noCPT -1%.
`C/C(CC(=O)Nc1ccc(OCc2ccccc2)cc1)=N\NC(=O)C(=O)Nc1ccccc1C` gave DT40 TDP1 CPT inconclusive, TDP1 inh 12% and TDP1 cell noCPT inconclusive.
For CC(=O)c1ccc(NC(=O)C(C)N(C)CC(=O)Nc2ccccc2Cl)cc1 (stereo not drawn) the results were DT40 TDP1 CPT -6%, TDP1 inh 4% and TDP1 cell noCPT -1%.
COc1ccc(-n2nc(C(=O)NCC3CCCO3)c3ccccc3c2=O)cc1 (stereo not drawn) was read as DT40 TDP1 CPT -20%, TDP1 inh 2% and TDP1 cell noCPT 7%.
`CCOc1ccc(CO[C@@H]2O[C@H](CO)[C@@H](O)[C@H](O)[C@H]2NC(C)=O)cc1OC` gave DT40 TDP1 CPT 8% and TDP1 cell noCPT -4%.
For COc1ccccc1/C=C/C=N/NC(=O)c1cnccn1 the results were DT40 TDP1 CPT 14%, TDP1 inh -2% and TDP1 cell noCPT -23%.
Screening C[C@@H]1C=C(C(=O)O)O[C@H](OCc2ccc(CO)cc2)C1 returned DT40 TDP1 CPT 6%, TDP1 inh 1% and TDP1 cell noCPT 6%.
`CC1(C(=O)Nc2ncc(Cc3ccc(Br)cc3)s2)Cc2ccccc2C(=O)O1` (stereo not drawn) gave DT40 TDP1 CPT 23µM*, TDP1 inh 5% and TDP1 cell noCPT 23µM*.
For Cc1ccc2c(C)nc(Nc3ncc4c(n3)CCCC4=O)nc2c1 the results were DT40 TDP1 CPT -11% and TDP1 cell noCPT 26%.
`c1ccc2[nH]c(SCc3ccc(-c4nnco4)cc3)nc2c1` gave DT40 TDP1 CPT inconclusive, TDP1 inh 3% and TDP1 cell noCPT inconclusive.
`CC(=O)Nc1cccc(-n2nnc(SCC(N)=O)n2)c1` gave DT40 TDP1 CPT 3% and TDP1 cell noCPT -18%.
`CC(=O)c1ccc(S(=O)(=O)N(CCCO)Cc2cc3cc4c(cc3[nH]c2=O)OCCO4)cc1` gave DT40 TDP1 CPT -26% and TDP1 cell noCPT -24%.
For COCCNC(=O)c1ccc(Cn2c(SCC(N)=O)nc3ccccc3c2=O)cc1 the results were DT40 TDP1 CPT -20%, TDP1 inh -2% and TDP1 cell noCPT -29%.
CN(C)c1ccc(/C=C2\Cc3ccccc3C2=O)cc1 was read as DT40 TDP1 CPT inconclusive and TDP1 cell noCPT 3.5µM*.
For O=C(NC(c1ccc(-c2ccccc2)cc1)c1cnccn1)C1CCN(Cc2ccc3c(c2)OCO3)CC1 (stereo not drawn) the results were DT40 TDP1 CPT 5.8µM* and TDP1 cell noCPT 5.2µM*.
`CCOC1CCCC(n2cnc3c(=S)nc[nH]c32)O1` (stereo not drawn) gave DT40 TDP1 CPT -15% and TDP1 cell noCPT inconclusive.
Screening COc1ccc(-c2nc3n(n2)C(c2ccccc2OC)C(C(=O)Nc2cccnc2)=C(C)N3)cc1 (stereo not drawn) returned DT40 TDP1 CPT -16% and TDP1 cell noCPT inconclusive.
For Cc1ccc(C(C(=O)NC2CCCC2)N(Cc2cccs2)C(=O)c2csnn2)o1 (stereo not drawn) the results were DT40 TDP1 CPT -28% and TDP1 cell noCPT -19%.
For Brc1ccc2c(c1)CNc1c(ncnc1N1CCOCC1)O2 the results were DT40 TDP1 CPT 16µM*, TDP1 inh 6% and TDP1 cell noCPT inconclusive.
For O=Cc1ccc2noc(-c3ccc(F)cc3)c2c1 the results were DT40 TDP1 CPT -24%, TDP1 inh 2% and TDP1 cell noCPT inconclusive.
COc1cc(Cl)c(C)cc1NC(=O)c1ccccc1NC(=O)CN1CCN(C(C)=O)CC1 was read as DT40 TDP1 CPT -30% and TDP1 cell noCPT inconclusive.
`Cc1cc2oc(C(=O)Nc3ccc(S(=O)(=O)Nc4ncccn4)cc3)c(C)c2cc1Cl` gave DT40 TDP1 CPT -2%, TDP1 inh inconclusive and TDP1 cell noCPT -10%.

Bioassay records deposited in PubChem BioAssay by National Center for Advancing Translational Sciences (NCATS).
